Salmonella PhoP GFP: PhoP regulon inhibitors, Salmonella typhi PhoP promoter GFP reporter, confirmatory (AID 1850); inhibition, % at 50 µM; hits with a dose series show IC50 in µM; Salmonella Typhi PhoP-promoter GFP reporter, fluorescence, 4 h; higher % means a stronger effect; actives 0.33% (n = 310,000); in the data active = a potency from the dose series; inconclusive = inhibition mostly from about 25% at the one dose, without a potency; inactive = the rest, 99 in 100 with inhibition below about 19%;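 note: 0% = induced wells with vehicle and 100% = uninduced wells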
VEEV TC-83 Vero: inhibitors of VEEV TC-83 cytopathic effect, confirmation, Vero cells (AID 588727); inhibition, % at 20 µM; hits with a dose series show IC50 in µM; actives 0.13% (n = 350,000); Vero cells, VEEV TC-83 cytopathic effect inhibition; higher % means a stronger effect; in the data active = a potency from the dose series; inconclusive = inhibition mostly from about 14% at the one dose, without a potency; inactive = the rest, 99 in 100 with inhibition below about 12%; note: strong numbers were not always called active
H37Rv inhibition: M. tuberculosis growth inhibition, HTS (AID 449762); M. tuberculosis H37Rv growth inhibition, 7H9 media; higher % means a stronger effect; inhibition, % at 25 µM, or IC50 in µM where a hit was titrated; actives 0.59% (n = 330,000); in the data active = a potency from the dose series; inconclusive = inhibition above about 70% without an active follow-up result;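 note: bacterial growth assessed after seven days of incubation; strong numbers were not always called active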
H1N1 NS1A inhibition: H1N1 influenza NS1A inhibitors, functional cell based assay (AID 504329) | inhibition, % at 12.5 µM, or IC50 in µM where a hit was titrated | NS1A functional cell-based assay, percent inhibition; higher % means a stronger effect | actives 0.3% (n = 340,000); in the data active = a potency from the dose series; inconclusive = inhibition above about 27% without an active follow-up result; note: strong numbers were not always called active
tuberculosis growth: growth inhibition of non-replicating M. tuberculosis (AID 488890) | actives 0.39% (n = 320,000) | inhibition, % at 25 µM, or IC50 in µM where a hit was titrated | Mycobacterium tuberculosis non-replicating, growth inhibition; higher % means a stronger effect; in the data active = a potency from the dose series; inconclusive = inhibition mostly from about 82% at the one dose, without a potency; inactive = the rest, 99 in 100 with inhibition below about 76%;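 note: plate controls were DMSO cells for no effect and high antibiotic wells for full effect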
VEEV TC-83 Vero 10K pilot screen: also measured in VEEV TC-83 Vero; calls as there; inhibition, %; measured here: 10K pilot screen inhibition
An asterisk follows results filed as active; i = inactive; ? = inconclusive; / = not tested or not shown.

SMILES | Salmonella PhoP GFP | VEEV TC-83 Vero | H37Rv inhibition | H1N1 NS1A inhibition | tuberculosis growth | others
COc1ccc2c(c1)CCCC(Br)C2=O (configuration not stated) | / | 11% | / | -27% | /
CCOc1ccc(Cl)cc1CNCCCSc1nc(C)cc(C)n1 | -1% | i | 0% | -4% | 9%
COC(=O)C1=C(c2ccc(Cl)c(C(F)(F)F)c2)C[C@@H]2CC[C@H]1N2C(=O)NCCOc1ccc(OC)cc1 | / | 5.1% | 4% | -10% | 9%
COc1ccc(Oc2cccc(Cl)c2CNC(=O)CC(C)(C)CC(=O)O)cc1 | 4% | 2.5% | -4% | -21% | -4%
O=C(CNCC1CCCCC1)Nc1cccc(S(=O)(=O)N2CCOCC2)c1 | -1% | i | 0% | -9% | -7%
COc1ccc(S(=O)(=O)N(C)C[C@H]2Oc3c(NC(=O)Cc4ccccc4)cccc3C(=O)N([C@H](C)CO)C[C@@H]2C)cc1 | / | i | 5% | 7% | 23%
CC(C)Oc1cccnc1N(C)C1CCN(Cc2ccccc2)CC1 | / | 1.0% | / | 8% | /
O=C1N(CCCN2C(=O)C3(OCCO3)c3ccccc32)c2ccccc2C12OCCO2 | 2% | i | -3% | -6% | 1%
Cc1cc2nc(CCN(C(=S)NCC3CCCO3)C3CCCC3)[nH]c2cc1C (configuration not stated) | 6% | 7.8% | 2% | 3% | 79%
COc1cc2sc3cc(NCc4ccc(C)o4)ccc3c(=O)c2cc1OC | / | 8.1% | 56% | 5% | 63%
O=C(CSc1nnc(N2CCCC2)n1-c1ccccc1Cl)N1CCN(c2ccccn2)CC1 | / | i | -5% | -10% | 19%
CC(=O)c1coc2c1cc(O)c1ccccc12 | -10% | 4.1% | / | -2% | 18%
COC(=O)Nc1ccc(S(=O)(=O)N2CCCCC2C(=O)NCc2ccco2)cc1 (configuration not stated) | -6% | 2.5% | -3% | 4% | 8%
CCC(=O)OCCNc1cc(Sc2nc3ccccc3s2)c2nonc2c1[N+](=O)[O-] | -8% | i | ? | 6% | ?
CCCC(=O)n1nc(-c2ccc(Cl)cc2)nc1SC | 2% | 1.5% | 48% | 1% | /
CN(Cc1ccccc1)C(=O)CCS(=O)(=O)c1ccc2c(c1)oc(=O)n2C | -6% | 1.0% | -6% | -3% | -9%
Cc1coc2cc3oc(=O)c(CCC(=O)NCC(=O)O)c(C)c3cc12 | 2% | i | 1% | 5% | -6%
COc1ccc2[nH]c3c(c2c1)CCN1C(=O)C(CC(=O)NCCCN(C)C)C[C@H](C(=O)N2CCCCC2)[C@@]31C (some centres not stated) | / | 0.3% | / | 11% | /
COc1ccc(N(C)S(=O)(=O)c2ccc3c(c2)CC(C)N3C(=O)C2CC2)c(OC)c1 (configuration not stated) | 1% | 9.9% | 2% | -3% | 19%
COc1cc(-n2c(N)c(C(=O)NCc3ccco3)c3nc4ccccc4nc32)cc(OC)c1OC | -1% | 2.5% | -1% | -9% | 17%
COC(=O)c1ccccc1NC(=O)CSc1ccc(C)cc1 | -1% | 2.6% | -2% | -8% | /
CCOC(=O)C1=C(CN2CCc3ccccc32)NC(=O)NC1c1ccc(Cl)cc1 (configuration not stated) | -3% | i | -8% | 2% | 28%
Cc1csc(SC(C)C(=O)Nc2ccc3c(c2)OCCO3)n1 (configuration not stated) | 5% | 1.3% | 1% | 0% | 19%
COC(=O)[C@H]1C[C@@H]1[C@H](N)c1ccccc1 | -6% | 0.2% | -1% | -5% | -2%
COc1ccc(-n2c3c(cc(C(=O)NNc4ccccc4)c2=O)C(=O)CC(C)(C)C3)cc1 | 6% | 1.0% | ? | 5% | i

By substructure: the entries above with an NH in an aromatic ring.
SMILES | Salmonella PhoP GFP | VEEV TC-83 Vero | H37Rv inhibition | H1N1 NS1A inhibition | tuberculosis growth | others
Cc1cc2nc(CCN(C(=S)NCC3CCCO3)C3CCCC3)[nH]c2cc1C (configuration not stated) | 6% | 7.8% | 2% | 3% | 79%
COc1ccc2[nH]c3c(c2c1)CCN1C(=O)C(CC(=O)NCCCN(C)C)C[C@H](C(=O)N2CCCCC2)[C@@]31C (some centres not stated) | / | 0.3% | / | 11% | /

Later entries:
SMILES | Salmonella PhoP GFP | VEEV TC-83 Vero | H37Rv inhibition | H1N1 NS1A inhibition | tuberculosis growth | others
COc1ccc2nc(SCC(N)=O)cc(C)c2c1 | -16% | 0.9% | 4% | 4% | 42%
CCCNS(=O)(=O)c1ccc(-n2cnnn2)c(OC)c1 | 0% | 0.4% | 3% | -8% | 4%
COc1cccc(C2CC(c3cccc(NS(C)(=O)=O)c3)=NN2C(=O)c2ccccc2)c1OC (configuration not stated) | -7% | 2.2% | 2% | 2% | 4%
CC(C)CCN1CCN(Cc2nc3c(s2)CCCC3)CC1CCO (configuration not stated) | 5% | 1.2% | -9% | -8% | 24%
O=C(Nc1cccc(F)c1)N1CC=C(n2c(=O)[nH]c3ccccc32)CC1 | -3% | 8.6% | -1% | -18% | 9%
Cc1ncsc1CCOC(=O)C1C2CC3CC(C2)CC1C3 (configuration not stated) | -3% | i | 11% | -2% | 71%
CN(C)C(=O)CCc1ccc2c3c([nH]c2c1)[C@]1(C)[C@@H](C(=O)N2CCOCC2)C[C@H](CC(=O)NCCC2=CCCCC2)C(=O)N1CC3 | / | i | / | -6% | /
O=[N+]([O-])c1cc([N+](=O)[O-])c(Oc2cncc(Cl)c2)cc1NC1CCCCCCC1 | -7% | 0.2% | -4% | -10% | -2%
Cc1cc(=O)oc2cc(OCC(=O)NCc3ccncc3)ccc12 | -18% | 3.4% | -6% | 6% | -8%
CC(C)(C)CC(=O)Nc1cc(S(=O)(=O)N2CCCCCC2)ccc1Cl | -5% | 0.5% | -4% | 4% | -36%
Nc1ccc(Cl)cc1C(=O)c1ccccc1 | -14% | 0.1% | 7% | 0% | 39% | VEEV TC-83 Vero 10K pilot screen=0.3
S=c1[nH]nc(COc2cccc3ccccc23)n1Cc1ccccc1 | 0% | 3.2% | 3% | -5% | -5%
Cc1cc(C)n2nc(SCC(=O)c3cccs3)nc2n1 | 7% | 0.1% | 3% | 4% | -6%
Cc1cc(C)cc(NC(=O)N2CCNC(=O)C2CC(=O)Nc2cc(Cl)ccc2Cl)c1 (configuration not stated) | -7% | 8.3% | 18% | 2% | 22%
Cc1n[nH]c(C)c1S(=O)(=O)N(CC(=O)NC1CCCC1)c1ccc(C(C)C)cc1 | -15% | 7.8% | 1% | -4% | /
COc1ccc(NC(=O)CN(C)C(=O)c2cc3c(s2)CCCCC3)cc1 | -6% | 1.5% | -6% | -7% | 3%
CCCn1c2ccc(C)cc2c2n[nH]c(=S)nc21 | -12% | 1.1% | -4% | 1% | -5%
COc1ccc(-n2cnc3cc(NS(=O)(=O)c4ccc(C)cc4)ccc32)cc1 | 16% | i | 34% | -19% | 42%
CCOc1ccc(S(=O)(=O)Nc2ccc(C(=O)N3CCC3)cc2)cc1 | 3% | 7.0% | 23% | -8% | 28%
CCOc1ccc(NC(=O)CC2NCCNC2=O)cc1 (configuration not stated) | 8% | i | -11% | 10% | -1%
Cc1cc(/C=N/NC(=O)Cn2c3ccccc3c(=O)c3ccccc32)c(C)n1-c1ccccc1 | -4% | 2.3% | 2% | -5% | 48%
CCOc1ccc(-n2c(SCC(=O)Nc3ccc(C(=O)O)cc3)nc3ccccc3c2=O)cc1 | 6% | i | 2% | -2% | 2%
COCCNC(=O)C(C(=O)c1ccc(F)cc1)n1cc(C)ccc1=O (configuration not stated) | 3% | 0.6% | -2% | -10% | -1%
COc1ccc2oc(=O)c(N3C(=O)c4ccccc4C3=O)cc2c1 | -5% | 0.4% | -3% | -3% | -2%
Cc1c(C(=O)NC2CCOC2)oc2c(F)cccc12 (configuration not stated) | -2% | 0.7% | -1% | 8% | -3%

Of the compounds above, 3 contain two or more sulfur atoms.
SMILES | Salmonella PhoP GFP | VEEV TC-83 Vero | H37Rv inhibition | H1N1 NS1A inhibition | tuberculosis growth | others
CCC(=O)OCCNc1cc(Sc2nc3ccccc3s2)c2nonc2c1[N+](=O)[O-] | -8% | i | ? | 6% | ?
Cc1csc(SC(C)C(=O)Nc2ccc3c(c2)OCCO3)n1 (configuration not stated) | 5% | 1.3% | 1% | 0% | 19%
Cc1cc(C)n2nc(SCC(=O)c3cccs3)nc2n1 | 7% | 0.1% | 3% | 4% | -6%

Some of these compounds in order of length of the SMILES, low to high:
SMILES | Salmonella PhoP GFP | VEEV TC-83 Vero | H37Rv inhibition | H1N1 NS1A inhibition | tuberculosis growth | others
CC(C)(C)CC(=O)Nc1cc(S(=O)(=O)N2CCCCCC2)ccc1Cl | -5% | 0.5% | -4% | 4% | -36%
CN(Cc1ccccc1)C(=O)CCS(=O)(=O)c1ccc2c(c1)oc(=O)n2C | -6% | 1.0% | -6% | -3% | -9%
CCOc1ccc(-n2c(SCC(=O)Nc3ccc(C(=O)O)cc3)nc3ccccc3c2=O)cc1 | 6% | i | 2% | -2% | 2%

Carrying on.
SMILES | Salmonella PhoP GFP | VEEV TC-83 Vero | H37Rv inhibition | H1N1 NS1A inhibition | tuberculosis growth | others
COc1ccc2c(CC(=O)N(C)CC3COc4ccccc4O3)coc2c1 (configuration not stated) | -1% | i | -20% | -4% | 26%
C=CCSc1nnc(NC(=O)C2CC(=O)N(c3ccc4c(c3)OCCO4)C2)s1 (configuration not stated) | / | 3.5% | 9% | -2% | 34%
C=CCc1cccc(CNc2nc3ccccc3n2CCN2CCOCC2)c1O | -5% | i | -1% | 8% | 5%
COc1cccc(Cn2nc(C(=O)O)c3ccccc3c2=O)c1 | -5% | 0.3% | 2% | 4% | -9%
Cc1c(C(=O)N2CCCC2)sc(NC(=O)c2ccccc2)c1C#N | 6% | i | -9% | -2% | 30%
COc1ccc(OC)c(CN2CCN(CC(=O)Nc3ccccc3C(=O)NC3CC3)CC2)c1 | / | 7.1% | -1% | -8% | 3%
CCC(=O)N1N=C(c2cccc(NS(C)(=O)=O)c2)CC1c1cccs1 (configuration not stated) | -14% | 9.4% | -1% | -7% | -4%
N#CC(C#N)=CNc1cccnc1 | 3% | i | 4% | 17% | -4%
Cn1c(SCc2cccc(F)c2)nnc1-c1ccccn1 | -11% | 2.9% | 7% | -1% | 59%
Brc1ccc(-c2nnc(Cc3ccccc3)o2)cc1 | 2% | 1.1% | -2% | / | ?
Cc1ccc(NC(=O)c2sccc2-n2cccc2)c(C)c1 | -2% | 1.3% | 28µM* | -5% | 51%
C=CCn1c(SCC(=O)Nc2ccc(N3CCOCC3)cc2)nnc1-c1ccco1 | -12% | 2.7% | 6% | 7% | -9%
O=C(CN1CCN(S(=O)(=O)N2CCCCCC2)CC1)Nc1ccc(F)cc1 | -6% | i | 2% | 9% | 49%
CCn1nnc(NC(=O)c2cc(Cl)c(OC)c(Cl)c2)n1 | -5% | 4.1% | -1% | -2% | 6%
COc1ccccc1NS(=O)(=O)c1ccc(C)c(C(=O)NNC(=O)c2csc(N3CCOCC3)n2)c1 | / | i | -3% | -3% | -4%
COc1cccc(C(=O)Nc2cccc3c2ccc2cccn23)c1 | -2% | 1.9% | -5% | 3% | -2%
c1ccc2c3c(cc(N4CCOCC4)c2c1)OC1(N2CCOCC2)CCCCC1O3 (configuration not stated) | -3% | 3.0% | -1% | -1% | -10%
COc1ccc(-c2nc3n(n2)C(c2ccncc2)C(C(N)=O)=C(C)N3)cc1 (configuration not stated) | -7% | 2.1% | -6% | -10% | -3%
CCOC(=O)N1CCN(C(=O)CCCCCn2c(=S)[nH]c3ccsc3c2=O)CC1 | 12% | 8.1% | -4% | 3% | -14%
